From PubChem BioAssay
NCI-60 one-dose screen, 48 h, at 10 µM unless noted. Numbers give growth in % (100 = growth as untreated, 0 = no growth, -100 = all killed).
HL-60(TB): HL-60(TB) leukemia cells; 9% of 78,000 active; AID 1794776; active = growth percent below 10
* hit, by the source's call; & = joins results of further samples; [ ] = another dose, or the depositor's remark. A portion of the library (hit frequency here may not be typical).

SMILES	HL-60(TB)
FC(F)(F)c1cccc(NC2=NCCS2)c1	94.0
COc1ccc(C2=NN(C(=O)c3ccc(S(C)(=O)=O)cc3)C(c3ccccc3)C2)cc1 (configuration not stated)	81.8
COC(=O)c1ccc2[nH]c(O)c(C(=Nc3ccc(N(C)C(=O)CN4CCN(C)CC4)cc3)c3ccc4c(c3)OCO4)c2c1	-34.9*
O=C1C2C3C=CC(C3)C2C(=O)C2C3C=CC(C3)C12 (configuration not stated)	111.8&122.7
O=C(Nc1ccc(CN2CCOCC2)cc1)c1[nH]ncc1Nc1ncnc2sccc12	-22.0*
Cc1c(CO)[n+](=O)c2ccccc2n1[O-]	108.3
Clc1cccc(CSc2ncnc3c2ncn3C2CCCCO2)c1 (configuration not stated)	89.6
COc1cc(-c2nnc(-c3ccc(NC(=O)CCO)cc3)o2)cc(OC)c1OC	93.5
CCN1CCOC1c1ccc(Cl)cc1 (configuration not stated)	97.6
CCN(CC)S(=O)(=O)c1ccc(OCCOc2ccc(S(=O)(=O)N(CC)CC)cc2)cc1	101.9
Nc1c(Cl)c(Cl)nc(C(=O)O)c1Cl	62.8
CN(C)CCN1C(=O)c2cccc3cccc(c23)C1=O	41.9
CN1C(=O)N(C)C2Nn3c(s/c(=C\c4cccc([N+](=O)[O-])c4)c3=O)=NC21 (configuration not stated)	100.3
COc1ccc(-c2cc(-c3cc(OC)c(OC)c(OC)c3)c(C#N)c(N)n2)cc1OC	78.9
CC(C)C[C@H](CC(N)=O)CC(=O)N[C@@H](CC(=O)N1CCn2c(nnc2C(F)(F)F)C1)Cc1cc(F)c(F)cc1F	83.7
CCCCn1cnc2c(SCc3ccccc3F)nc(N)nc21	69.2
O=c1sn(CCCl)c(=O)n1Cc1ccc(Cn2c(=O)sn(CCCl)c2=O)cc1	99.7
O=C1OC(Cc2ccccc2)C(c2ccccc2)C1=O (configuration not stated)	46.0
O=C(O)/C=C\c1ccc2c(c1)OCO2	118.5
[Cl][Ru].c1ccc(-c2cccc(-c3ccccn3)n2)nc1.c1ccc(-c2ccnc3c2ccc2c(-c4ccccc4)ccnc23)cc1	-10.5*
CCC(=O)C(CCN(C)C)(c1ccccc1)c1ccccn1 (configuration not stated)	72.4
COc1cc(/C=C/C(=O)C(=O)/C=C/c2ccc(OCc3ccccc3)c(OC)c2)ccc1OCc1ccccc1	100.4
O=C(O)CC(c1ccccc1)C(C(=O)O)c1ccccc1 (configuration not stated)	120.5
CC(C)NC(=O)/C=C\C(=O)O	104.5&98.6
COc1ccc(NS(=O)(=O)c2nn(C)c3nc(C)c(Cl)c(C)c23)cc1	102.1
Other structures.
SMILES	HL-60(TB)
O=C(O)C(C(=O)O)c1cccc2ccccc12	98.6
N#CNc1ccccc1	96.0
CC(C)=CCC(O)(c1ccccc1)c1nccs1 (configuration not stated)	90.6
CN(C)CCC1(c2ccccc2)CCN(C)C1=O (configuration not stated)	109.4
C=CCN(CC=C)N=O	116.7
Cc1[nH]nc2ncc(C#Cc3cncc(C(=O)Nc4ccc(CN5CCN(C)CC5)c(C(F)(F)F)c4)c3)cc12	13.6
O=C1CCc2ccc(OCc3cn(CCCn4cc(COc5ccc6c(c5)NC(=O)CC6)nn4)nn3)cc2N1	111.0
CCCCCCC(C)(O)c1ccccc1 (configuration not stated)	94.6
Cc1ccc(N=C(Cl)/C=C/c2ccccc2)cc1	80.2
Cc1cccc[n+]1Cc1ccccc1	93.5
Clc1ccc2c(c1)-c1ccccc1C1=NCCN12	38.1
O=C(Cc1ccc(/C=C/C(=O)c2ncc[nH]2)cc1)Nc1cc(F)c(F)c(F)c1	7.2*
COc1ccc2c(c1)c(-c1nc(-c3cn(C)c4ncccc34)cs1)cn2C(=O)OC(C)(C)C	70.9
COc1ccc(N(C)c2cc(C#N)nc3ccccc23)cc1N	-10.0*
CC1=CC(=O)C(C(C)=NCc2ccccn2)C(=O)O1 (configuration not stated)	90.2
ClCCN(CCCl)c1ccc(/C=C\c2ccnc3ccccc23)cc1	46.8
O=C1/C(=C/c2ccc(Cl)cc2)CN(C(=O)CCN2CCC(=NO)CC2)C/C1=C\c1ccc(Cl)cc1	-13.0*
COc1cc(NC(=O)c2ccc(-c3cccc(Cl)c3)o2)ccc1NC(=O)C(C)C	90.3
COc1ccc(-c2nc(SC(C)C)nc(NN)c2C#N)cc1	85.8
O=C(O)CCSSc1ccccc1	86.6
O=c1[nH][n+](-c2[nH]ncc2[N+](=O)[O-])no1	98.4
COC(=O)/C=C1/SC(=NCc2ccccc2)N(Cc2ccco2)C1=O	98.0
CCOC(CCCCCOCc1ccccc1)OCC	100.9
Cc1ccc2nc(N)nnc2c1	124.9
N#Cc1n[nH]n2c1nc(=O)c1sccc12	100.8
The list goes on.
SMILES	HL-60(TB)
COc1cc(/C=N/N(C)C)ccc1O	86.5
Cc1cccc(C)c1NC(=S)N(C)C	78.4
O=C(Cc1ccccc1)NO	122.6
CC1=C([Se]CC(OC(=O)c2ccc(-c3c4nc(c(-c5ccccc5)c5ccc([nH]5)c(-c5ccccc5)c5nc(c(-c6ccccc6)c6ccc3[nH]6)C=C5)C=C4)cc2)C(=O)NC(C)(C)C)C(=O)c2ccccc2C1=O (configuration not stated)	86.1
NC[C@@](O)(c1ccc(Cl)cc1)c1ccc(-c2cn[nH]c2)cc1	-42.8*
O=C(Nc1c(Cl)cccc1Cl)Oc1cccc2cccnc12	-5.4*[100 µM]
CC(=O)Nc1ccc(S(=O)(=O)N(c2nccnc2Cl)S(=O)(=O)c2ccc(NC(C)=O)cc2)cc1	90.6
CCc1cccc(Sc2cc(C(=O)N3Cc4ccc(OCCN(C)C)cc4C3)ccc2O)c1	50.3
C=C1CC[C@@H]2[C@]3(C)COC(c4cn[nH]c4-c4ccccc4)O[C@@H]3CC[C@@]2(C)[C@@H]1C/C=C1/C(=O)OCC1O (some centres not stated)	8.6*
COc1ccc(CC(C#N)c2cc3ccccc3[nH]2)cc1 (configuration not stated)	97.5
NCCCC[C@H](NC(=O)[C@@H]1CCCN1C(=O)Cc1cccc2ccccc12)C(=O)N[C@@H](CCCN=C(N)N)C(=O)N[C@@H](CCCN=C(N)N)C(N)=O	111.1
CCOC(=O)c1nc2cc(Cl)cnc2nc1NCc1ccc(OC)cc1	102.1
FC(F)(F)c1ccc(-c2nc(-c3nc4ccc(Cl)cc4[nH]3)c3ccccn23)cc1	101.7
CC(C)=CCC/C(C)=C/CC/C(C)=C/CC[C@]1(C)CCc2cc(OC(=O)NS(=O)(=O)c3ccc(C)cc3)cc(C)c2O1	100.0
O=C(Nc1ccc2c(c1)OC1(CCCC1)O2)c1cccc(-c2nn[nH]n2)c1	94.8
CC(C)=CCC/C(C)=C\C=N\NS(=O)(=O)c1ccc([N+](=O)[O-])cc1	95.5
Cn1cc(-c2csc(-c3cn(CCN4CCOCC4)c4ccccc34)n2)c2cccnc21	36.1
COc1c(N2CC3CCCNC3C2)c(F)cc2c(=O)c(C(=O)N/N=C/c3c[nH]c4ccccc34)cn(C3CC3)c12 (configuration not stated)	94.4
Cc1ccc(S(=O)(=O)NCC(C)C)cc1	103.5
NC(=O)CCS(=O)(=O)Cc1ccccc1	54.1
Cc1c[n+]([O-])ccc1Cl	106.6
CC1(C)CCc2ccccc2O1	100.3
S=C(N/N=C\c1ccccc1Cl)N/N=C/c1ccccc1Cl	100.2
CCSc1nc(C)c(C)c(=O)[nH]1	89.6
Nc1nc(C(F)(F)F)ccc1C(=O)N/N=C/c1c(Cl)cccc1Cl	103.4
Other structures.
SMILES	HL-60(TB)
Cc1cccc2c(=O)c3c(sc12)c(NCCNCCO)nc1ccccc13	-58.4*
O=c1c2ccccc2nc(COc2ccccc2)n1NS(=O)(=O)c1ccc(Cl)cc1	75.7
NC(=O)c1ccccc1	100.1
Cc1ccc(S(=O)(=O)Nc2ccccc2C(=O)O)cc1	97.4
Clc1ccccc1-c1nnc(Cn2cnnc2)o1	70.1
CCCCCC(Br)C(Br)CC(Br)C(Br)CCCCCCCC(=O)c1ccc2ccccc2c1O (configuration not stated)	76.2&96.4
CC(O)(C(N)=O)c1ccccc1 (configuration not stated)	94.2
CC(=O)Nc1ccc(S(=O)(=O)CCc2ccccn2)cc1	99.6
CCOC(=O)c1cnc2cc(Cl)c(F)cc2c1Nc1cccc(NS(C)(=O)=O)c1	105.1
Clc1cccc(NCOOC2(OOCNc3cccc(Cl)c3)CCCCC2)c1	39.1
O=C(Nc1ccc2cc3ccc(NC(=O)N4CCCCCC4)cc3nc2c1)N1CCCCCC1	-49.6*
CCN(CC)Cc1cc(Cc2ccccc2)ccc1O	105.8
CN(C)C(=O)Oc1ccc(Cl)cc1[N+](=O)[O-]	96.3&108.5
Fc1ccc2nc(-c3ccc(-c4noc(-c5ccc(Cl)cc5)n4)cc3)[nH]c2c1	88.7
NC(=O)c1c2c(c3ccc4c5ccccc5ccc4n13)C(=O)c1ccccc1C2=O	113.0
NC(=O)C(=CNc1nc(-c2ccc(Cl)c(Cl)c2)cs1)C(N)=O	97.1
COc1cccc(-c2nn(-c3ccccc3)cc2-c2ccnc(NCCNC(=O)c3cccc(C(F)(F)F)c3)c2)c1	49.7
O=C(Nc1ccc(NC(=O)Nc2cc(C(F)(F)F)ccc2Oc2ccc(Cl)c(Cl)c2)cc1)Nc1cc(C(F)(F)F)ccc1Oc1ccc(Cl)c(Cl)c1	102.1
Fc1ccc(Cc2nnc(SC3CCCC3)n2CCCc2cnc[nH]2)cc1	100.2
NC1CCC(Nc2nc(NCc3ccc(-c4ccccc4O)nc3)c3ncn(C4CCCC4)c3n2)CC1 (configuration not stated)	-41.8*
O=C(Cn1c(-c2cncs2)nc2ccccc21)Nc1ccc(F)c(Cl)c1	106.1
CNS(=O)(=O)c1n[nH]nc1-c1cc(C(C)(C)C)c(O)c(C(C)(C)C)c1	95.0
CN1CCN(c2ccc(NC3=C(Cl)C(=O)c4ncccc4C3=O)cc2C(F)(F)F)CC1	-16.2*
Cc1[nH]n(-c2ccccc2)c2nc3nncc3c(-c3ccc(Cl)cc3)c12	109.9
COc1ccccc1-n1nccc1-c1nonc1C	145.2

In the list so far, six have an aryl thioether with sulfur outside any ring.
SMILES	HL-60(TB)
Clc1cccc(CSc2ncnc3c2ncn3C2CCCCO2)c1 (configuration not stated)	89.6
CCCCn1cnc2c(SCc3ccccc3F)nc(N)nc21	69.2
COc1ccc(-c2nc(SC(C)C)nc(NN)c2C#N)cc1	85.8
CCc1cccc(Sc2cc(C(=O)N3Cc4ccc(OCCN(C)C)cc4C3)ccc2O)c1	50.3
CCSc1nc(C)c(C)c(=O)[nH]1	89.6
Fc1ccc(Cc2nnc(SC3CCCC3)n2CCCc2cnc[nH]2)cc1	100.2

Already shown: entries from further up.
SMILES	HL-60(TB)
CN(C)C(=O)Oc1ccc(Cl)cc1[N+](=O)[O-]	96.3&108.5
Fc1ccc2nc(-c3ccc(-c4noc(-c5ccc(Cl)cc5)n4)cc3)[nH]c2c1	88.7
NC(=O)c1c2c(c3ccc4c5ccccc5ccc4n13)C(=O)c1ccccc1C2=O	113.0
NC(=O)C(=CNc1nc(-c2ccc(Cl)c(Cl)c2)cs1)C(N)=O	97.1

(cont.)
SMILES	HL-60(TB)
COc1cc2c(c(OC)c1OC)C(=O)CC(c1cccc(C(=O)Nc3cccc(Cl)c3)c1)O2 (configuration not stated)	68.4
COc1cc(C(=O)O)cc(OC)c1OC	116.0
N#C/C(=C/n1nc2cc(Cl)c(Cl)cc2n1)c1ccc([N+](=O)[O-])cc1	91.2
COc1cc(C2Nc3nc(SC)nc(N)c3N=C3c4ccccc4CCC32)cc(OC)c1OC (configuration not stated)	47.4
CCCCCCCCCc1cc(CN2CCCCC2)c(O)c(CN2CCCCC2)c1	60.7
O=[N+]([O-])c1cccc(-c2ncc(-c3ccc(Cl)cc3Cl)[nH]2)c1	70.1
COc1cc(OC)nc(NC(=O)CSc2nnc(-c3cccnc3SCc3ccccc3)o2)n1	97.3
CC(=O)C1C(C)CC2C3CCC4=CC(=O)CCC4(C)C3(Br)C(=O)CC21C (configuration not stated)	111.7
Nc1ccc2c(c1)C(=O)c1ccc(Cl)cc1-2	81.5
O=C(Nc1ccc([N+](=O)[O-])cc1)N1CCCCC1	105.9
CC(=O)Nc1c(Cl)cc2c(c1Cl)Cc1cc(N)ccc1-2	74.1
COC1=CC(=O)OC(C)C1 (configuration not stated)	109.7
CC(=O)SC(c1ccccc1)(c1ccccc1)c1ccccc1	101.5
CCCCNc1nc2c(c(=O)n(C)c(=O)n2C)n1C	97.7
COc1ccc(/C=C2\C(=O)NC(=Nc3ccccc3)N2/N=C/c2ccccc2Cl)cc1	97.5
O=C(Nc1cccc(Cn2c(=O)[nH]c3ccc(Oc4ncccn4)cc3c2=O)c1)c1cc(Cl)cc(Cl)c1	98.5
CCc1ccc(S(=O)(=O)NC(=O)NC2CCCC2)cc1	100.1
CC(C)(C)c1cc(-n2c(-c3cc4ccccc4[nH]c3=O)nc3cc(C(=O)OCCc4ccccc4)ccc32)n[nH]1	95.2
CC1(C)N=C(N)N=C(N)N1c1ccc(S(N)(=O)=O)cc1	102.2
COC(=O)[C@@]1(C)c2ccccc2C(=O)N2CCc3cc(OC)c(OC)cc3[C@H]21	86.9
N#Cc1ccc(N2CSC3=N/C(=C\c4ccc(Cl)cc4)C(=O)N3C2)cc1	102.2
CC(=O)c1cc2ccc(OCC(=O)Nc3cccc(F)c3)cc2oc1=O	113.3
O=C(O)CCC(=O)c1ccc([N+](=O)[O-])cc1	97.5
CCOC(=O)c1[nH]n(-c2ccccc2)c(=O)c1/C=N/C(=S)NCCc1ccc(OC)c(OC)c1	102.9
C/C(=C(/Cl)C(=O)Nc1ccccc1C(=O)O)c1ccc(Cl)cc1	83.5
The list continues.
SMILES	HL-60(TB)
CCC(C)Nc1ccccc1 (configuration not stated)	76.5
COc1cc(C2C(C(=O)Nc3ccccc3)=C(C)Nc3nc4ccccc4n32)cc(OC)c1OC (configuration not stated)	83.7
Nc1nc2c(nnn2C2CC(O)C(CO)O2)c(=O)[nH]1 (configuration not stated)	28.4
CCCCN[C@H]1CC[C@@]2(C)[C@@H](CC[C@@]3(C)[C@H]2[C@H](O)C[C@H]2/C(=C(\CCC=C(C)C)C(=O)O)[C@@H](OC(C)=O)C[C@@]23C)[C@@H]1C	96.6
O=C(/C=C\c1ccccc1)OCc1ccccc1	47.6
COc1ccc2[nH]c(=O)c(C=O)cc2c1	93.1
